Compound activity: PubChem, several laboratories
EBV gp42 inh – inhibitors of Epstein-Barr virus glycoprotein 42. Q1HVG2. Fluorescence polarization binding assay, mP read-out. inhibition, % (tested at 21.74 µM). hit rate 0.42% among 220,000. AID 1085; in the data active = inhibition above about 50%
Tb hexokinase – T. brucei hexokinase 1 inhibition | recombinant TbHK1, G6PDH-coupled NADH A340 | inhibition, % at 10 µM | hit rate 0.11% among 220,000;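 active = inhibition of 50% or more in the single-dose primary screen; inactive = inhibition below 50%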
Furin inhibitor – human furin inhibition | P09958 | purified furin, fluorogenic substrate cleavage | inhibition, % at 30 µM | hit rate 0.061% among 220,000 | AID 463115; in the data active = inhibition above about 25%; note: inactives centre near -15
TRPML3 agonist – activates the human TRPML3 channel; Q8TDD5; HEK293 TRPML3-YFP, Fluo-8 calcium fluorescence; 100% = the carbachol control signal; activation, % at 3 µM; hit rate 0.29% among 220,000;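 active = activation above its plate's cutoff, the mean activation of the plate's test wells plus 3 SD, cut at about 12% in these data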;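 note: 0% = DMSO only wells and 100% = carbachol wells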
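Material: TRPML3-YFP stable HEK293 cells | Dosing: One concentration, 3 µM nominal, 0.3% DMSO | Timing: 125 s total fluorescence read per well | Technique: Fluo-8 calcium dye fluorescence, ex 470-495, em 515-575 nm | Measure: Percent activation from peak-to-basal fluorescence ratio, scaled between DMSO and carbachol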
thrombin 1536 – thrombin (human) inhibition; P00734; inhibition, % at 5 µM; hit rate 0.26% among 220,000; alpha-thrombin, Boc-VPR-AMC fluorogenic substrate cleavage;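 active = inhibition at or above 40%; inactive = inhibition below 40%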;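 note: 0% = enzyme with no compound and 100% = wells without enzyme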
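System: human alpha-thrombin protein; Compound dosing: one concentration per compound, 5 µM, with 0.2% DMSO; Timing: reaction at room temperature; Technique: AMC fluorescence, 355/460 nm; Controls: enzyme without compound as high, wells lacking enzyme as low.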
KCC2 mod – KCC2 (human) Cl- transport modulation | B-score of Tl+ flux slope (higher = more flux/activation; lower = inhibition) at 10 µM | hit rate 2.2% among 190,000 | KCC2 cells, thallium flux FluoZin-2 fluorescence;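 active = thallium flux slope and its plate-corrected score both differing from the plate sample mean at a set confidence after two filtering rounds, in either direction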;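 note: slope of fluorescence scaled to starting intensity during 10 to 20 s after thallium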
Target sequence (Q9H2X9 whole entry, looked up): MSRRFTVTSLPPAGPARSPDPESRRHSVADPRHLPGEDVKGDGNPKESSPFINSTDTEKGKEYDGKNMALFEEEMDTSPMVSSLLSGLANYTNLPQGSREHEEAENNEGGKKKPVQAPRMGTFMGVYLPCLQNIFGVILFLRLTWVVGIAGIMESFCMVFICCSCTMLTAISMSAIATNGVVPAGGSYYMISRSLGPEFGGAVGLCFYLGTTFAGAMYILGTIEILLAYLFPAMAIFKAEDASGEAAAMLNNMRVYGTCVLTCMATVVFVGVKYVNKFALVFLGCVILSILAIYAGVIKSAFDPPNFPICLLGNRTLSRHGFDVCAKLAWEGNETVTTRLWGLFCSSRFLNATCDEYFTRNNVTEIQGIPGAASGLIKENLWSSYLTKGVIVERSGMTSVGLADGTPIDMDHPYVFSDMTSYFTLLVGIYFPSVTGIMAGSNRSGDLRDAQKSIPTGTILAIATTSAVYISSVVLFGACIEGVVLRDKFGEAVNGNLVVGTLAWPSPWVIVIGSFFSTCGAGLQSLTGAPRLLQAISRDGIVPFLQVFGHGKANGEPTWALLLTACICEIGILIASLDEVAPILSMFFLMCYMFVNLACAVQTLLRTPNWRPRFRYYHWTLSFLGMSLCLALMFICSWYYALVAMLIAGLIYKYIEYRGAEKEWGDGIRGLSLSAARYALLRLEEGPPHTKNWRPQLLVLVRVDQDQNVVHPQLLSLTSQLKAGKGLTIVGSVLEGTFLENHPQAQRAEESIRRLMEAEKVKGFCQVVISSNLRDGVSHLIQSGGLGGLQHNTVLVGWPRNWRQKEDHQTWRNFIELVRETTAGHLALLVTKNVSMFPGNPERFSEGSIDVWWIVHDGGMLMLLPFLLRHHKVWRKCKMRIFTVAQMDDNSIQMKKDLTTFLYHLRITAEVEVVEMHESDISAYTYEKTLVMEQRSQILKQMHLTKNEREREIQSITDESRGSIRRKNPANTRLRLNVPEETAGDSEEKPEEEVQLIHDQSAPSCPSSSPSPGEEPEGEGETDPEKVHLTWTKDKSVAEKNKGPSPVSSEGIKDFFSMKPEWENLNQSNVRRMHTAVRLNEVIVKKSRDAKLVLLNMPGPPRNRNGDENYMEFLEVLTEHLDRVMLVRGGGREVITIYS
m-calpain inh – inhibitors of pig calpain II; hit rate 0.37% among 220,000; purified calpain II, fluorogenic peptide substrate, 30 min; AID 1236; inhibition, % at 16 µM;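 active = inhibition above about 50%, limit read from the data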
TRPN1 ag – activates the zebrafish TRPN1 channel | hit rate 0.18% among 220,000 | AID 1424 | HEK293 zebrafish TRPN1-YFP, Fluo-8 calcium fluorescence; 100% = response to 87 µM carbachol | activation, % at 3 µM;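 active = activation above its plate's cutoff, the mean activation of test wells on that plate plus 3 SD, cut at about 19% in these data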;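 note: 0% = DMSO alone and 100% = 87 µM carbachol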
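System: zebrafish TRPN1-YFP in HEK293 cells / Dosing: 3 µM single point / Timing: dye loading 1 h at 37 °C, then 30 min room temperature / Signal: Fluo-8 calcium fluorescence, excitation 470-495 nm, emission 515-575 nm / Read-out basis: percent activation from peak over basal fluorescence ratio, control-normalized / Control set: high carbachol 87 µM, low DMSO alone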
PPC-1+TRAIL kill – kills PPC-1 cancer cells in the presence of TRAIL; PPC-1 cells + TRAIL, ATPLite viability luminescence; cell killing (% activity), % at 4 µM; hit rate 0.41% among 220,000; AID 1443;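 active = cell killing above 50% in the first pass at 4 µM, then a duplicate retest at 5 µM averaging 50% or more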;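 note: plate controls were cells with TRAIL plus DMSO for no effect and medium-only wells lacking cells for full effect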
Active calls of the source: *; nt = not tested or not shown; [ ] = remark or other dose. The order is random; 3.6% or so of the library scored in one or more.

SMILES	EBV gp42 inh	Tb hexokinase	Furin inhibitor	TRPML3 agonist	thrombin 1536	KCC2 mod	m-calpain inh	TRPN1 ag	PPC-1+TRAIL kill
CC(C(O)C12CC3CC(CC(C3)C1)C2)N1CCCCC1 (stereo not drawn)	-7	2	-19	1.1	5	0.49	-41	1.4	8
O=C(CSc1nc2ccccc2[nH]1)Nc1nc(-c2ccc(Br)cc2)cs1	3	-7	-15	0.4	-9	-0.44	15	-1.0	9
COc1ccc(CCN2C(=O)CC(N3CCC(C(N)=O)CC3)C2=O)cc1OC (stereo not drawn)	-15	-2	-20	0.5	-4	0.13	7	-0.3	-2
COC(=O)c1cc(=O)n(Cc2ccc(F)cc2)c(=NCc2ccc(F)cc2)s1	-5	-10	-28	0.8	2	1.1	-26	0.6	nt
O=C(CSc1nnc2ccccn12)NC(=O)NC1CCCCC1	0	2	-16	0.8	6	nt	25	2.1	45
O=C(Nc1cccc(-c2nc3ccccc3[nH]2)c1)c1ccco1	-7	-5	-16	0.5	1	nt	-8	1.9	37
O=C(Nc1cccnc1)Nc1ccc2c(c1)OCO2	-15	-4	-15[20 µM]	0.8	-1	nt	-2	0.0	39
O=C(N/N=C/C1=Cc2ccccc2OC1)c1ccncc1	-12	-57	-6	0.7	4	0.018	-31	0.7	-12
CCCN1CCCc2cc(CN)ccc21	79*	2	-13	1.3	4	-0.14	-43	0.4	3
COc1ccc(NC(=O)C2CCCO2)cc1 (stereo not drawn)	-17	0	-16[20 µM]	0.9	5	nt	-23	0.3	28
COc1nc(OCCNC(=O)Nc2ccccc2)nc(N(C)C)n1	-13	3	-20	0.2	-7	0.81	1	0.0	15
O=C(CN1CCN(Cc2ccccc2Cl)C1=O)NCCCN1CCOCC1	-9	-2	-23	-0.3	-3	1.3	-10	1.1	-20
O=C(CN1C(=O)COc2ccccc21)NCCCN1CCN(Cc2ccccc2)CC1	-4	9	-22[20 µM]	1.0	-12	-0.29	-36	0.8	14
CCOC(=O)CC1=C(C(=O)OCC)C(c2cccnc2)C(C#N)=C(N)O1 (stereo not drawn)	-9	-5	-7[20 µM]	0.7	5	-0.0017	10	1.2	22
COc1ccc2c(CC(=O)NCCN3C(=O)S/C(=C\c4cccnc4)C3=O)coc2c1	-7	-16	-11	2.8	-9	0.98	-74	1.6	41
N#Cc1cc([N+](=O)[O-])ccc1NCCc1ccccn1	-22	-18	-7	0.8	1	0.0021	-9	0.4	0
O=C(NCc1ccccc1Cl)C1CCN(S(=O)(=O)N2CCOCC2)CC1	-3	-1	-17	-1.0	-9	-0.78	-25	0.8	-6
O=S(=O)(Nc1cc(S(=O)(=O)N2CCOCC2)ccc1N1CCOCC1)c1ccc2c(c1)OCCO2	7	5	0	0.7	17	1.4	14	-0.1	17
O=C(Cn1nnc2ccccc21)Nc1ccccc1[N+](=O)[O-]	-10	-4	-19	0.8	11	-0.39	8	1.7	-4
CCN1CCN(c2nc(C)c3c(n2)CC(C)CC3=O)CC1 (stereo not drawn)	-14	-3	-17	1.0	-2	-0.42	-9	-0.5	14
CCOC(=O)N1CCC(NC(=O)C2CCCN(C(=O)c3cc4sccc4n3C)C2)CC1 (stereo not drawn)	1	-3	-20	0.8	-2	-0.45	-9	0.9	16
CCn1nc(NC(=O)c2ccccc2)c2cc3cccc(C)c3nc21	2	-6	-22	0.5	-2	0.18	-34	-0.1	21
CC(=O)NN1C(=O)c2ccc(Oc3ccc4c(c3)C(=O)N(NC(C)=O)C4=O)cc2C1=O	-1	0	-25	1.1	4	0.17	-30	0.3	16
OC1CCCN(Cc2cccc3ccccc23)C1 (stereo not drawn)	-2	3	-21	1.2	0	-0.62	-10	1.1	0
N/C(Cc1ccc(Cl)cc1)=N\OC(=O)c1ccccc1	-6	-3	-10[20 µM]	0.6	-6	-0.024	18	-1.6	0
O=C(NNC(=O)C1CCN(S(=O)(=O)c2cccc(Cl)c2)CC1)C1CC1	-10	-8	-14	0.3	1	1.3	-33	-1.2	17
COc1ccc(CN(C(=O)Cc2cccs2)C(C(=O)NC2CCCC2)c2ccncc2)cc1 (stereo not drawn)	-2	3	-8[20 µM]	0.4	-1	0.34	-2	-2.3	21
Cc1occc1C(=O)NNC(=O)C1CCCC1	-8	10	-20	0.1	-9	0.4	30	0.3	15
Cc1oc(-c2ccc(Cl)cc2)nc1CN1CCC(C(=O)NCc2cccs2)CC1	-3	-1	-12[20 µM]	0.5	-3	-0.031	-31	-0.8	11
Cc1ccc(-c2ccc(S(=O)(=O)NCC3CCCO3)cc2)cc1 (stereo not drawn)	-3	-4	-17	1.2	-6	-4.9*	4	2.0	10
COc1c(F)c(F)c(C(=O)Nc2ccc(NC(=O)Cc3ccccc3)cc2)c(F)c1F	-1	4	-22	0.5	-8	1.7	-26	-0.4	17
COCCN(CC(=O)NC1CCCCC1)C(=O)c1csnn1	-10	-6	-25[20 µM]	0.5	-6	0.89	6	-0.8	12
O=C(NNS(=O)(=O)c1ccc(C(=O)NC2CCCC2)cc1)c1ccncc1	-12	3	-27	1.7	0	0.53	-2	1.4	-22
O=C(Nc1ccc(Cl)cc1)N1CCOC12CCCCC2	-3	6	-12	0.8	-5	0.12	10	1.4	8
CCn1cc(C(=O)N2CCN(c3ccccn3)CC2)c(=O)c2cc(S(=O)(=O)N(C)C3CCCCC3)ccc21	-13	-13	-6	1.0	-4	-0.99	-2	1.3	0
Cc1ccccc1C(=O)Nc1ccccc1C(=O)NCc1ccccc1	-16	-5	-17	-0.2	2	0.85	-14	-0.6	5
Cc1ccccc1-n1c(=O)cc(N2CCc3ccccc32)[nH]c1=O	-10	-9	-22	0.9	-5	nt	-1	0.8	1
O=C(CN1C(=O)NC2(CCCCC2)C1=O)Nc1ccc(N2CCOCC2)cc1	2	-8	-12	1.1	-7	0.37	3	1.6	7
CC(=O)Nc1cccc(C(=O)N/N=C/c2ccc(C)o2)c1	2	-10	0	0.2	-7	-0.44	17	-0.6	12
C=CCN(CC=C)Cc1nc(N)nc(Nc2ccccc2C)n1	-6	9	-32	0.6	-1	-0.37	50	-0.7	10

5 structures out of the list, ordered by length of the SMILES, falling:
SMILES	EBV gp42 inh	Tb hexokinase	Furin inhibitor	TRPML3 agonist	thrombin 1536	KCC2 mod	m-calpain inh	TRPN1 ag	PPC-1+TRAIL kill
O=C(CN1C(=O)NC2(CCCCC2)C1=O)Nc1ccc(N2CCOCC2)cc1	2	-8	-12	1.1	-7	0.37	3	1.6	7
CC(=O)Nc1cccc(C(=O)N/N=C/c2ccc(C)o2)c1	2	-10	0	0.2	-7	-0.44	17	-0.6	12
C=CCN(CC=C)Cc1nc(N)nc(Nc2ccccc2C)n1	-6	9	-32	0.6	-1	-0.37	50	-0.7	10
COCCN(CC(=O)NC1CCCCC1)C(=O)c1csnn1	-10	-6	-25[20 µM]	0.5	-6	0.89	6	-0.8	12
O=C(Nc1ccc(Cl)cc1)N1CCOC12CCCCC2	-3	6	-12	0.8	-5	0.12	10	1.4	8

Looked up by structure from the list above:
SMILES	EBV gp42 inh	Tb hexokinase	Furin inhibitor	TRPML3 agonist	thrombin 1536	KCC2 mod	m-calpain inh	TRPN1 ag	PPC-1+TRAIL kill
O=C(Nc1ccc(Cl)cc1)N1CCOC12CCCCC2	-3	6	-12	0.8	-5	0.12	10	1.4	8
OC1CCCN(Cc2cccc3ccccc23)C1 (stereo not drawn)	-2	3	-21	1.2	0	-0.62	-10	1.1	0
COc1ccc2c(CC(=O)NCCN3C(=O)S/C(=C\c4cccnc4)C3=O)coc2c1	-7	-16	-11	2.8	-9	0.98	-74	1.6	41
O=C(NCc1ccccc1Cl)C1CCN(S(=O)(=O)N2CCOCC2)CC1	-3	-1	-17	-1.0	-9	-0.78	-25	0.8	-6
O=C(NNS(=O)(=O)c1ccc(C(=O)NC2CCCC2)cc1)c1ccncc1	-12	3	-27	1.7	0	0.53	-2	1.4	-22

Further records follow:
SMILES	EBV gp42 inh	Tb hexokinase	Furin inhibitor	TRPML3 agonist	thrombin 1536	KCC2 mod	m-calpain inh	TRPN1 ag	PPC-1+TRAIL kill
CC(=O)NC(=S)Nc1ccc(N2CCOCC2)c(S(=O)(=O)Nc2cc(Cl)ccc2Cl)c1	-12	-5	-32	0.3	1	0.16	-57	0.1	17
NC(=O)c1ccc(SCC(=O)NC2CCCCC2)c([N+](=O)[O-])c1	-14	-9	-16	0.6	-11	0.05	-24	0.6	-2
Clc1ccc(Nc2nc3cccnc3s2)cc1	2	-2	-14	1.5	-4	-0.0045	-30	1.8	16
O=c1ccnc(S/C=C/c2ccccc2)[nH]1	-9	4	-24	-0.4	3	0.98	-29	0.3	34
Cc1ccc(C(=O)C(O)C(c2ccc(C)cc2)N2CCCCC2)cc1 (stereo not drawn)	-13	5	-19	-0.3	-5	-1.6	-3	-1.0	5
CCOC(=O)Cc1csc(NS(=O)(=O)c2ccc3ccccc3c2)n1	-16	-4	-13	0.3	-4	-1.1	-30	0.3	8
O=C(CSc1nnc(-c2ccco2)n1Cc1ccco1)NCc1ccccc1	-2	-1	-5[20 µM]	0.1	-6	-0.75	-32	0.8	-3
Cc1cc([N+](=O)[O-])c(NC2CCCCC2)c([N+](=O)[O-])c1	nt	0	-9[20 µM]	7.5	nt	nt	nt	0.6	nt
COc1ccc2c(c1)C(C)=CC(C)(C)N2C(=O)Nc1ccccc1	-6	-5	-4[20 µM]	0.3	-3	0.37	-430	-1.3	18
O=C(CC1(C(F)(F)F)OCCO1)Nc1ccc2c(c1)OCO2	-11	1	-28	1.1	-5	-0.11	-8	1.7	18
O=C(Nc1cccc2c1C(=O)NC2=O)c1ccc(S(=O)(=O)N2CCCC2)cc1	nt	-2	-22	0.9	19	-0.26	nt	1.0	7
COCCn1c(C)cc(C(=O)COC(=O)c2cncc(Br)c2)c1C	-14	-10	-19	1.3	0	0.91	7	2.0	-9
CCOc1ccc(Nc2nnc(SCc3nc4ccccc4c(=O)[nH]3)s2)cc1	-32	16	-3	-0.4	-1	0.12	52*	-0.1	16
Cc1ccc(S(=O)(=O)NCC(=O)NCC(=O)OC(C(=O)NC(N)=O)C(C)C)cc1C (stereo not drawn)	-26	-11	-27	1.0	3	0.53	-5	1.4	25
O=C(O)/C(=C\c1ccc(Br)cc1)c1ccc(S(=O)(=O)N2CCCCC2)s1	6	-1	4	1.1	-2	-6.9*	3	-0.3	-5
CCCc1nnc(-c2cc(OC)c(OC)c(OC)c2)o1	-18	0	-25	0.6	-2	0.076	-7	0.0	-10
Cn1c(=O)[nH]c(=O)c2c1ncn2CCN1CCOCC1	-5	-1	-24[20 µM]	0.9	-5	-0.035	4	-0.8	11
COc1ccc(C(C#N)N2N=C(C)CC2(C)C)cc1OC (stereo not drawn)	-26	1	-2[20 µM]	0.5	2	nt	-7	1.8	7
COc1ccccc1N1CCN(CCCC(=O)c2ccc(F)cc2)CC1	-7	5	-26	0.7	-3	nt	-40	2.1	-7
